Screens deposited in PubChem by National Center for Advancing Translational Sciences (NCATS).
KB-V1 MDR tox – kills drug-selected multidrug resistant KB-V1 cells; KB-V1 MDR cells viability, CellTiter-Glo, 72 h; Potency, µM (highest dose often 46.1 µM), for inactives: at the highest dose activity change, negative = cytotoxicity, hits mostly cytotoxic; 400,000 compounds, 3.4% hits; note: potency is the fitted concentration of half-maximal effect; % is set by controls: 0 for no effect and ±100 for the full control effect; nearly all actives have a fitted effect of over 60% in size
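In this primary screen, KB-V1 cells overexpressing P-gp are incubated with library compounds (lowest to highest concentration) for 72 h at 37 degrees C before a luminescent ATP viability read.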
HT1080 IDH1KD tx – HT-1080 IDH1 knockdown cell toxicity (counter line); AID 686971; Potency, µM (highest dose often 46.1 µM), for the others: at the top dose activity, negative = toxicity, actives largely listed as cytotoxic; 360,000 compounds, 2% hits; HT-1080 IDH1 knockdown viability, ATP luminescence, 48 h;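 note: potency is the fitted concentration of half-maximal effect; 0% = DMSO wells and -100% = cell-free medium wells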
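Assay cells: HT-1080 with IDH1 knockdown, 750 per well, RPMI/5% FBS. Exposure: 48 h at 37 °C following 2 h pre-incubation. Read: CellTiter-Glo luminescence; fitted concentration-response, curve class assigned.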
HT1080-NT tox – kills 2HG-producing HT-1080-NT fibrosarcoma cells | HT-1080-NT fibrosarcoma viability, CellTiter-Glo ATP luminescence, 48 h | Potency, µM (highest dose often 46.1 µM), for the others: at the highest dose activity, negative = less viability, hits mostly cytotoxic | 360,000 compounds, 1.6% hits | AID 686970;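 note: NT is the 2HG producing partner of a matched IDH1 knockdown line; potency is the fitted concentration of half-maximal effect; 0% = DMSO-treated cells and -100% = media-only wells without cells; nearly all actives have a fitted effect of over 55% in size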
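Read-out is CellTiter-Glo luminescence after 10 minutes at room temperature, following 48 hours' compound treatment of HT-1080-NT cells (750 cells/well, RPMI, 5% FBS, 37 degrees C).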
GLP-1R agonist – GLP-1 receptor (human) agonism. Potency, µM (highest dose often 45.6 µM), inactives show top-dose activation, hits mostly activators. AID 624172. HEK293 GLP-1R CRE-luciferase, luminescence, 4-6 h; cells express a hypersensitive GLP-1R form. P43220. 380,000 compounds, 0.007% hits; note: potency is the fitted concentration of half-maximal effect; % of control where 0% means no effect
Target sequence (P43220 whole entry, looked up): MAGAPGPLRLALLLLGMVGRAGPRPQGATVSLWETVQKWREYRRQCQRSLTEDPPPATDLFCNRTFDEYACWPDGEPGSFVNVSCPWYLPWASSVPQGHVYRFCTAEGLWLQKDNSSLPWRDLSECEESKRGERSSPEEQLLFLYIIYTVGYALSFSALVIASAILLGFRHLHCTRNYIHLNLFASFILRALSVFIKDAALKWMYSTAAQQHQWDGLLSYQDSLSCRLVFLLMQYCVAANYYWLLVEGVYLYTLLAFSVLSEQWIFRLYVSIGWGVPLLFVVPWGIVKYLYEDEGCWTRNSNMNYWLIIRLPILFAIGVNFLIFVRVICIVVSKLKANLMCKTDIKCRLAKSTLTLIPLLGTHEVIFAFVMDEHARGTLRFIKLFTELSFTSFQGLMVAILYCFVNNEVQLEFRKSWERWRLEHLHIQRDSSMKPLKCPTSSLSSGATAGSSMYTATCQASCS
D3 antag – antagonists of human D3 dopamine receptor; AID 652054; max response, negative = inhibition, %; 360,000 compounds, 2.5% hits; D3R cells, DiscoveRx beta-arrestin luminescence, antagonist mode; hits give low values; P35462; in the data active = max response below about -50%; inconclusive = no clear call, values can overlap the other calls; note: % is set by controls: 0 for no effect and ±100 for the full control effect; mostly tested at two doses, the higher about 12 µM
Target sequence (P35462 whole entry, looked up): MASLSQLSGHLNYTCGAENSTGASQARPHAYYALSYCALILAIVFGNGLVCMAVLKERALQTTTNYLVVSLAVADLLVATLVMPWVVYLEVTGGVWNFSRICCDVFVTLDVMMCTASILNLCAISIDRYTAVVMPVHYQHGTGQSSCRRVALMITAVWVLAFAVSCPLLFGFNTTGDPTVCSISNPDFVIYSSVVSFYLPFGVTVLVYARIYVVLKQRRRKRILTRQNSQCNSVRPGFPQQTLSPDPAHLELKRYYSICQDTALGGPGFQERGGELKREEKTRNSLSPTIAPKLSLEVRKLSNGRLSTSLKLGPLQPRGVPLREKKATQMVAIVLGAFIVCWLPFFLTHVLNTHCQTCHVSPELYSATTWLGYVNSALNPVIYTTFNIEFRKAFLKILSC
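Cells plated overnight at 1500 cells/well, then exposed to library compounds with dopamine controls for 90 minutes at 37 degrees C. DiscoveRx reagent added for 30–60 minutes at room temperature; luminescence read, quantitative HTS format.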
KB-3-1 cytotox – KB-3-1 parental cell cytotoxicity | Potency, µM (top dose mostly 46.1 µM), inactives show at the highest dose activity change, negative = cytotoxic, hits mostly cytotoxic | AID 1347075 | KB-3-1 viability, CellTiter-Glo ATP luminescence, 72 h | 400,000 compounds, 1.4% hits; note: potency is the fitted concentration of half-maximal effect; % is set by controls: 0 for no effect and ±100 for the full control effect; nearly all actives have a fitted effect of over 60% in size
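Multi-concentration cytotoxicity screen in KB-3-1 cells grown in DMEM lacking phenol red with 10% FBS. After 72 h at 37 °C with compound, ATP-dependent luminescence was recorded.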
IL1B secr inh – blocks inflammasome-driven IL-1 beta release. THP-1 LPS/ATP IL-1B secretion, AlphaLISA, 16 h; hits give low values. activity change, % at 57.5 µM. AID 743279. 360,000 compounds, 4.7% hits; in the data active = activity change below about -50%; inconclusive = mostly about -30% to -49%; note: % is set by controls: 0 for no effect and ±100 for the full control effect
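Secreted IL-1B measured by AlphaLISA bead assay after 16 h compound exposure of THP-1 cells; compounds (final up to 57.5 uM) added 1 h before LPS (250 ng/mL) and ATP (1.25 mM) stimulation; lower signal means less secretion.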
DRD3 agonist – agonists of human D3 dopamine receptor; P35462; D3R DiscoveRx beta-arrestin cells, luminescence, 90 min; max activation, %; 410,000 compounds, 0.58% hits; AID 652048; in the data active = max activation above about 30%; note: 0% is about no effect; mostly tested at two doses, the higher about 12 µM
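Cells at 1500/well, incubated overnight, then treated with pinned compounds (dopamine as control) for 90 min at 37 degrees C. DiscoveRx reagent added for 30 - 60 minutes at room temperature; luminescence read.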
SW480 rereplic – induces DNA re-replication in SW480 colon adenocarcinoma cells | Potency, µM (highest dose often 46.1 µM), for inactives: at the top dose re-replication activation, most hits filed as activators | SW480 DNA re-replication, Hoechst DNA content imaging, 48 h | 340,000 compounds, 1.8% hits; note: potency is the fitted concentration of half-maximal effect; % of control where 0% means no effect; nearly all actives have a fitted effect of over 55% in size
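Hoechst fluorescence of nuclei (405 nm excitation, 500-530 nm emission) measured by plate-scanning imager after 48 hr compound exposure at 37 C; re-replication scored as increased number of nuclei with elevated intensity.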
* marks the source's active call; other numbers are inactive results; u = inconclusive; x = no result given; & = joins results of further samples; [ ] = another dose, or the depositor's remark. Unless noted, calls come from the whole dose curve; as a rule, active = well fitted curve in the direction sought with a large enough effect; inconclusive = small, poorly fitted or top-dose-only effect, or another doubt; inactive = no such curve, though single readings can be large; an effect the other way counts as inactive or inconclusive.

cpd | mol | KB-V1 MDR tox | HT1080 IDH1KD tx | HT1080-NT tox | GLP-1R agonist | D3 antag | KB-3-1 cytotox | IL1B secr inh | DRD3 agonist | SW480 rereplic
1 | CCn1nc(C(=O)OCC(=O)c2ccc(F)cc2)c2ccccc2c1=O | -7% | -1% | 3% | 19% | 14 | 0% | 3 | -1 | -4%
2 | COCCNC(=O)c1[nH]c(C(F)(F)F)nc1-c1ccccc1 | 7% | 3% | 3% | -3% | 18 | 0% | 8 | 4 | x
3 | Cc1nc(C)c(C(=O)N/N=C/c2cc(Br)ccc2O)s1 | -5% | 2.1µM* | u | -1% | 29 | -23% | 119 | 16 | u
4 | CCCCNC(=O)COC(=O)c1cc(F)c(F)cc1Cl | 2% | 10% | 20% | 7% | 15 | 10% | 13 | 8 | -5%
5 | COc1ccccc1NCCC(=O)OCC(=O)Nc1cc([N+](=O)[O-])ccc1F | 18% | 11% | 7% | -1% | -2 | 9% | 3 | 7 | -7%
6 | O=c1[nH]c2ccccc2nc1-c1c[nH]c2ccccc12 | -5% | -18% | -10% | 0% | 9 | -2% | -22 | 3 | 0.73µM*
7 | O=C(C1CCN(S(=O)(=O)Cc2ccccc2)CC1)N1CCN(c2ncccn2)CC1 | -1% | 2% | -1% | -2% | 8 | 0% | 9 | 0 | -4%
8 | COc1cc(C(=O)Nc2ccc3c(c2)nc(C)n3C)cc(OC)c1OC | -18% | 9.2µM* | 6.5µM* | 19% | 8 | 4.1µM* | 41 | -8 | 15µM*

For reference, 7 of the compounds above.
cpd | mol | KB-V1 MDR tox | HT1080 IDH1KD tx | HT1080-NT tox | GLP-1R agonist | D3 antag | KB-3-1 cytotox | IL1B secr inh | DRD3 agonist | SW480 rereplic
1 | CCn1nc(C(=O)OCC(=O)c2ccc(F)cc2)c2ccccc2c1=O | -7% | -1% | 3% | 19% | 14 | 0% | 3 | -1 | -4%
2 | COCCNC(=O)c1[nH]c(C(F)(F)F)nc1-c1ccccc1 | 7% | 3% | 3% | -3% | 18 | 0% | 8 | 4 | x
3 | Cc1nc(C)c(C(=O)N/N=C/c2cc(Br)ccc2O)s1 | -5% | 2.1µM* | u | -1% | 29 | -23% | 119 | 16 | u
4 | CCCCNC(=O)COC(=O)c1cc(F)c(F)cc1Cl | 2% | 10% | 20% | 7% | 15 | 10% | 13 | 8 | -5%
5 | COc1ccccc1NCCC(=O)OCC(=O)Nc1cc([N+](=O)[O-])ccc1F | 18% | 11% | 7% | -1% | -2 | 9% | 3 | 7 | -7%
6 | O=c1[nH]c2ccccc2nc1-c1c[nH]c2ccccc12 | -5% | -18% | -10% | 0% | 9 | -2% | -22 | 3 | 0.73µM*
7 | O=C(C1CCN(S(=O)(=O)Cc2ccccc2)CC1)N1CCN(c2ncccn2)CC1 | -1% | 2% | -1% | -2% | 8 | 0% | 9 | 0 | -4%

Next section
cpd | mol | KB-V1 MDR tox | HT1080 IDH1KD tx | HT1080-NT tox | GLP-1R agonist | D3 antag | KB-3-1 cytotox | IL1B secr inh | DRD3 agonist | SW480 rereplic
9 | O=C(Nc1ccccc1C(=O)N1CCCC1)c1cccc(S(=O)(=O)N2CCCCCC2)c1 | -22% | 3% | 3% | 15% | 10 | -2% | -6 | 3 | -1%[9.22 µM]
10 | Cc1ccc(C(=O)OCC(=O)c2c[nH]c3ccccc23)cc1S(=O)(=O)N1CCOCC1 | 0% | -13% | -7% | 4% | 4 | -4% | 13 | -1 | 72%
11 | CCN1C(=O)[C@H]2[C@@H](c3ccc(-c4cccc(Cl)c4)cc3)N[C@@](Cc3ccccc3)(C(=O)OC)[C@H]2C1=O | -8% | -3% | -12% | -2% | -8 | u | u | 17 | u
12 | Cc1cccc(-c2nc3nc(C)cc(NCc4ccccc4Cl)n3n2)c1 | u | x | x | 26% | x | -15% | x | 2 | x
13 | Cc1sc2ncnc(SCC(=O)NC(C)(C)C)c2c1C | -25% | -2% | 0% | 19% | 5 | -17% | -9 | 10 | 6%
14 | O=C(N/N=C/c1ccccn1)c1ccc([N+](=O)[O-])cc1Cl | 4% | -19% | -30% | 0% | -2 | 3% | 14 | 3 | -4%
15 | CCCc1cc(C(=O)Nc2ccc(C(=O)c3ccccc3)cc2)n(C)n1 | 1% | -11% | -4% | 2% | 39 | -14% | -11 | -3 | -1%
16 | O=C(O)c1ccccc1SCc1cn2cc(Cl)ccc2n1 | -27% | 25% | 13% | 3% | 6 | -11% | 4 | 0 | 3%
17 | COc1cc(C(O)c2nc(-c3cccc(C(C)C)c3)cs2)ccc1F (stereo not drawn) | 1% | u | u | 1% | 9 | 0% | 16 | 10 | x
18 | CC[C@]12c3[nH]c4cc(-c5ccco5)ccc4c3CCN1C(=O)[C@@H](CC(=O)NCc1ccc(OC)c(OC)c1)C[C@@H]2C(=O)N1CCN(C(=O)c2ccco2)CC1 | -9% | -8% | -3% | -4% | 32 | 4% | u | -3 | 4.1µM*
19 | CCCCSc1nnc(CSc2nc3nc(C)cc(C)n3n2)o1 | u | 1% | 0% | 6% | 32 | 0% | 6 | -4 | 18%
20 | CCCC(C(=O)Nc1ccc(S(=O)(=O)Nc2ncccn2)cc1)c1ccccc1 (stereo not drawn) | x | 4% | -14% | -7% | 22 | x | 12 | 5 | -5%
21 | CCn1nc(C(=O)OC(C(=O)c2c[nH]c3ccccc23)c2ccccc2)c2ccccc2c1=O (stereo not drawn) | 12µM* | u | u | 17% | 1 | 1% | -7 | 12 | 15%
22 | COC(=O)c1c(NC(=O)c2ccoc2C)sc(C)c1C | u | 4% | 4% | 3% | -9 | 14% | 18 | -1 | -12%
23 | COc1ccc(S(=O)(=O)N(CC(=O)O)Cc2ccccc2)cc1OC | 1% | 0% | -2% | -2% | 11 | 1% | -9 | -1 | -3%
24 | COCCn1cnc2c1c(=O)n(Cc1ccccc1C#N)c(=O)n2Cc1ccccc1 | 5% | -1% | -3% | 17% | 6 | 14% | -4 | 6 | 10%
25 | CN(C)S(=O)(=O)c1cccc(C(=O)N2CCN(S(=O)(=O)c3ccc4c(c3)OCCO4)CC2)c1 | -7% | 1% | -2% | 7% | 0 | 1% | 10 | -5 | x
26 | CC(=O)NCCNC(=O)c1ccc2c(=O)n(CCc3ccccc3)c(=O)[nH]c2c1 | 52% | x | x | 0% | x | 13% | x | -2 | x
27 | N#CCCN1CCN(S(=O)(=O)c2ccc3c(c2)CCC3)CC1 | 16% | -2% | -6%[9.24 µM] | -2% | 0 | -2% | 6 | -7 | u
28 | O=C1CC2(CCN(C(=O)c3cccc(F)c3)CC2)Oc2ccccc21 | -7% | 9% | 6% | 5% | 26 | -4% | -10 | 4 | -552%[inhibitor]
29 | CCOC(=O)Cc1csc(NC(=O)CSc2ccc(Br)cc2)n1 | u | 1% | 3% | 2% | 14 | -9% | 35 | 3 | 3%
30 | Cc1ccc(C2CC2c2n[nH]c(=S)n2-c2ccc(C)cc2)cc1 (stereo not drawn) | -1% | 0% | -23% | -4% | -8 | -2% | 21 | -25 | 25%
31 | COCCCn1c(SC(C)C(=O)NC2CC2)nc2ccccc2c1=O (stereo not drawn) | -31% | -4% | 0% | 7% | 4 | 0% | -12 | -11 | -2%
32 | COc1ccc(NC(=O)Cn2c(=O)n(-c3ccc(C)cc3)c(=O)c3c2c2cc(C)ccc2n3C)cc1 | 0% | x | x | 0% | x | 15% | x | -7 | x
33 | CC1=NNC(=O)C(CC(=O)Nc2ccc(Cl)c(Cl)c2)C1 (stereo not drawn) | 8% | -9% | -1% | 2% | 15 | 7% | -5 | -4 | 0%
34 | Cc1nnc(SCC(=O)Nc2cccc(S(=O)(=O)NC3=NCCCCC3)c2)n1Cc1ccccc1 | 12% | -9% | 2% | -5% | -1 | -2% | 5 | 1 | -33%[inhibitor]
35 | Cn1c2ccc(F)cc2c2nnc(SCCN3CCCCC3)nc21 | -9%&-14% | -3% | 0% | 12%&1% | u | -2%&-2% | -60* | 0&-22 | 19%
36 | O=C(c1cc2c(s1)-c1ccccc1OC2)N1CCc2ccccc2C1 | 2% | 6% | 4% | 7% | -7 | 25% | -13 | -4 | -6%
37 | CN1CCN(C(=S)c2ccc([N+](=O)[O-])cc2)CC1 | 4% | -5% | -3% | -9% | u | 21% | 0 | -9 | x
38 | O=C(Cc1cccs1)Nc1nnc(-c2ccncc2)s1 | 7% | 24% | u | -11% | 9 | 1% | 0 | 4 | 1%
39 | CC1(C)CC(=O)C=C(NC2CCCC(O)C2)C1 (stereo not drawn) | -2% | 6% | 11% | -3% | 8 | -8% | 30 | -1 | -1%
40 | O=C(/C=C/Nc1ccc(F)c(Cl)c1)c1ccco1 | u | -1% | 0% | -9% | u | u | 18 | 3 | 1%
41 | O=C(CNS(=O)(=O)c1c(F)cccc1F)NC1CCCc2ccccc21 (stereo not drawn) | -9% | -7% | 6% | 4% | 0 | -1% | 3 | -11 | 3%
42 | Cc1ccccc1NC(=S)N(Cc1cccnc1)Cc1ccccc1Cl | u | -17% | -22% | 4% | 0 | 0% | 0 | -3 | 2%
43 | Cc1[nH]nc(N=Cc2c(O)n(C)c(=O)n(C)c2=O)c1-c1ccccc1 | -18% | -1% | -4% | -1% | 20 | 19% | 3 | 0 | -7%
44 | Cc1cc(N2CCOCC2)nc2ccc(NC(=O)CCC(=O)N3CCC(C)CC3)cc12 | 7% | 10% | 13% | -6% | 35 | -6% | 8 | 1 | -5%
45 | O=C(Nc1ccccn1)c1ccc2c(c1)OCCO2 | u | -28% | -17% | -4% | -20 | u | -23 | -21 | u
46 | Cc1ccc(Nc2c([N+](=O)[O-])c(=O)n(C)c3ccccc23)cc1C | u | u | u | 13% | 6 | 10% | 1 | -15 | u
